# Screening data (PubChem)
# FLuc stim CS – FLuc activators, initial screening, artefact control for FLuc-dependent activation tests, biochemical, ATPlite luminescence. Luciferin 4-monooxygenase (Photinus pyralis), P08659. ATPlite luciferase biochemical, 10 min; 0 = ATP-free wells, 1 = DMSO control. activation factor at 10 µM. 200,000 tested, under 10 active. AID 1027, 2008;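 active = luciferase activation factor, scaled between plate controls, of at least 2 with compound at 10 µM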
# Target sequence (P08659 whole entry, looked up): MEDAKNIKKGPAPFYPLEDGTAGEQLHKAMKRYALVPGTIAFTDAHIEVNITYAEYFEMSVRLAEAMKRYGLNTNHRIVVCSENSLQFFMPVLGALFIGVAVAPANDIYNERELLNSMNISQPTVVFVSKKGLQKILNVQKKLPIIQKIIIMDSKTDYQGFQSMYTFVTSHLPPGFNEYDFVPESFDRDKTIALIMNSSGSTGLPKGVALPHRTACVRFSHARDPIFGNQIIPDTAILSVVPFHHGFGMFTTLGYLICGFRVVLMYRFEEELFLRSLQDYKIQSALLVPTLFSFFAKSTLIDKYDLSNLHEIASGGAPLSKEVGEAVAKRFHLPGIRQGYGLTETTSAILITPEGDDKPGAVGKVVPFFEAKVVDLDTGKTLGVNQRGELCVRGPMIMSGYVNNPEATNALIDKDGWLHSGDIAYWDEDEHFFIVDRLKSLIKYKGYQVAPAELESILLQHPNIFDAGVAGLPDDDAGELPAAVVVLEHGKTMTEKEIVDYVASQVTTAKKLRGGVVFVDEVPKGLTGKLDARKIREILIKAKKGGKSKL
#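 Material: luciferase plus luciferin reagent, cell-free. Medium: PBS buffer for ATP. Also added: ATP substrate, dispensed from a 10.24 µM working solution in PBS. Doses: test compounds dosed from 2 mM stocks in 100% DMSO. Incubation: 10 min post-reagent at room temperature. Technique: light output (luminescence). Read-out basis: luminescence gain marking luciferase activators.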
# bIAP inh – bovine intestinal alkaline phosphatase inhibitors, primary screen, selectivity assay for TNAP inhibitor project, biochemical, bovine IAP, CDP-star luminescence | alkaline phosphatase, intestinal [Bos taurus] | purified bovine IAP, 30 min | inhibition, % at 20 µM | 190,000 tested, under 10 active;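 active = over 50% inhibition of intestinal alkaline phosphatase at 20 µM in the single-dose screen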
#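 System: Purified bovine intestinal alkaline phosphatase (IAP) enzyme | Input: IAP diluted 1/65,000,000 in the well | Also added: CDP-star chemiluminescent phosphatase substrate, 30 µM final | Dosing: 20 µM single dose | Times: Enzyme reaction for 30 min at room temperature | Detection: Luminescence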
# L major viab – Leishmania major promastigote growth inhibition, primary screen. Leishmania major promastigotes, resazurin fluorescence viability. inhibition, % at 10 µM. hit rate 9% among 200,000. AID 1063, 2008; in the data active = inhibition above about 50%;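 note: promastigotes grown with compound for 44 hours at 28 °C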
# TNAP inh no acc – human TNAP enzyme inhibitors, primary screen, biochemical, luminescent, no phosphate acceptor, uHTS; Alkaline phosphatase, tissue-nonspecific isozyme (Homo sapiens), P05186; purified TNAP, CDP-star luminescence, 30 min; inhibition, % at 20 µM; hit rate 0.26% among 200,000;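 active = tissue-nonspecific alkaline phosphatase inhibition above about 50% at 20 µM in the single-dose screen, limit read from the data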;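 note: 0% = DMSO negative control and 100% = EDTA positive control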
# Target sequence (P05186 whole entry, looked up): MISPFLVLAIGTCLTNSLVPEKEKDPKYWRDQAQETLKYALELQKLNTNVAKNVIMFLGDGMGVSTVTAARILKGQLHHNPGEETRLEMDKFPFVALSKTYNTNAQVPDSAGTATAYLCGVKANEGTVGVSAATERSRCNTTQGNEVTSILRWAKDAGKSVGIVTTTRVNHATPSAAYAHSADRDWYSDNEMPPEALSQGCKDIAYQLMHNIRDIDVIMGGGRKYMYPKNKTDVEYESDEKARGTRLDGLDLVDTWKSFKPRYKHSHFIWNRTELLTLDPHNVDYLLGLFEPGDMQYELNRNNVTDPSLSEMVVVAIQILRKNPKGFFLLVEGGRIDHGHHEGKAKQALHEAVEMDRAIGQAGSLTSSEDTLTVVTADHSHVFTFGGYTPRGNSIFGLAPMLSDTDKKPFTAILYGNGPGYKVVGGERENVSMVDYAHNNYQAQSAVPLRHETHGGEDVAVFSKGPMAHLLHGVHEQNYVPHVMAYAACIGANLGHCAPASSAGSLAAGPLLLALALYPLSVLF
# RAM inhibit – inhibitors of the yeast RAM network, primary screen, dse1pr::URA3 reporter, 5-FOA selection; S. cerevisiae dse1pr::URA3 reporter, 5-FOA growth OD615, 2 d; analog-sensitive cbk1-as2 kinase mutant strain; inhibition, % at 50 µM; hit rate 1.8% among 190,000;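 active = inhibition above a set limit, 3 SD over mean compound inhibition, cut at about 8.4% in these data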;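 note: 0% = DMSO-only wells with no growth and 100% = 10 µM 1-NA-PP1 full growth; inhibition rescues growth on 5-FOA so higher OD means more RAM inhibition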
# FLuc inh counter – firefly luciferase enzyme inhibitors, primary screen, artefact control for luciferase-based inhibitor screens, biochemical, luminescence, ATPLite | 10 min | hit rate 1.5% among 200,000 | inhibition, % at 10 µM | Luciferin 4-monooxygenase (Photinus pyralis), P08659 | AID 1006, 2008;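 active = inhibition above about 50% when tested at 10 µM, limit read from the data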
# APP 5UTR inh – inhibitors of APP translation via 5'UTR reporter, primary screen, APP 5'UTR luciferase, SH-SY5Y cells. SH-SY5Y APP 5'UTR-luciferase reporter, luminescence. inhibition, % at 2 µM. hit rate 0.82% among 190,000. AID 1285, 2008;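 active = inhibition above a set limit, derived from the sample mean plus 3 SD, cut at about 45% in these data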; note: values of inactives mirror those of a sister screen read the other way
# TNAP inh hi DEA – human TNAP enzyme inhibitors, primary screen, biochemical, luminescent, high phosphate acceptor level, uHTS. AID 1135, 2008. hit rate 0.03% among 200,000. inhibition, % at 20 µM. purified TNAP, CDP-star luminescence, 1 M DEA;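 active = over 50% inhibition of tissue-nonspecific alkaline phosphatase at 20 µM in the single-dose screen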;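 note: plate controls were DMSO wells for no effect and EDTA-quenched wells as full inhibition for full effect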
# bIAP act – bovine intestinal alkaline phosphatase activators, primary screen, biochemical, bovine IAP, CDP-star luminescence | alkaline phosphatase, intestinal [Bos taurus] | purified bovine IAP, 30 min; active compounds read high; fold of DMSO-control signal, blank-subtracted | activation factor at 20 µM | hit rate 0.17% among 200,000;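 active = activation factor of 2 or more at 20 µM, a signal rise over negative controls twice the positive control's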
# TNAP act hiacc – TNAP activators at high phosphate acceptor level, primary screen, biochemical, luminescence, uHTS; Alkaline phosphatase, tissue-nonspecific isozyme (Homo sapiens), P05186; purified TNAP, CDP-star luminescence, 1 M DEA, 30 min; active compounds read high; 0 = EDTA background, 1 = DMSO-only activity; activation factor at 20 µM; 200,000 tested, under 10 active; AID 1136, 2008;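 active = activation factor at least 2 at 20 µM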
#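 Dosing: 20 µM single point. System: human TNAP. Amount: TNAP 1/800 final. Incubation: 30 min, room temperature. Read-out: TNAP activation factor scaled between EDTA and DMSO control wells. Signal: luminescence from CDP-star hydrolysis. Medium: 1 M DEA, pH 9.8, Mg2+, Zn2+. Control set: EDTA negative control, DMSO positive control.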
# The depositor's hits bear a star; . = not tested or not shown.
No.	Compound	FLuc stim CS	bIAP inh	L major viab	TNAP inh no acc	RAM inhibit	FLuc inh counter	APP 5UTR inh	TNAP inh hi DEA	bIAP act	TNAP act hiacc
1	COc1ccc(C(=O)Nc2cc(C(=O)O)cc(C(=O)O)c2)cc1Cl	1.1	-13	-3	-8	2.7	-8	-2	-7	1.1	1.1
2	COc1ccc(-c2[nH]nc3c2C(c2ccoc2)C(C#N)=C(N)O3)cc1 (stereo not given)	1	17	50	-1	0.5	-4	-17	2	0.8	1
3	C=CCn1cnc2c(nnn2-c2ccc(C)c(Cl)c2)c1=O	1	-3	0	-3	3.2	-2	-7	-1	1	1
4	COc1ccccc1-c1cc(C(F)(F)F)nc(NCc2cccs2)n1	1.1	7	22	-9	10*	-5	1	-4	0.9	1
5	COC(=O)CCn1nnc(-c2ccc(C)cc2)n1	0.8	4	-4	-28	-0.7	17	0	-5	1	1
6	CCCCc1nnc(NC(=O)c2nc3nccc(C)n3n2)s1	1	-2	-8	26	2.5	-2	-11	2	1	1
7	CC1CCCN(c2ccc(C(=O)NCc3ccc4c(c3)OCO4)cc2[N+](=O)[O-])C1 (stereo not given)	1	5	2	7	8.5*	-1	-9	9	0.9	0.9
8	CC1CCc2c(sc3nc4n(c(=O)c23)CCS4)C1 (stereo not given)	1	0	-3	-2	4.3	2	.	-4	1	1
9	COc1cc(/C=C/C(=O)OCC(=O)NC2CCS(=O)(=O)C2)ccc1O (stereo not given)	1	-3	-2	-5	0.6	-1	19	8	1	0.9
10	CC(C)(C)OC(=O)COc1cc(O)c2c(=O)cc(-c3ccccc3)oc2c1	1	13	-4	-3	12*	-3	10	7	0.9	0.9
11	CC(C)OCC(O)CS(=O)Cc1ccccc1 (stereo not given)	1.1	9	-3	-12	2.7	-8	-7	0	0.9	1
12	COc1ccc(-c2cc3nc(C4CCN(C(=O)OC(C)(C)C)CC4)c(C(=O)O)cn3n2)cc1	1	-3	-9	-5	0.8	-2	-15	3	1	1
13	COc1ccc(/C=C/c2c([N+](=O)[O-])c(=O)n(C)c(=O)n2C)cc1OC	1.1	8	-6	-6	2.1	-7	8	-4	0.9	1
14	O=C(C/C=N/OCc1c(Cl)cccc1Cl)c1ccc(Cl)cc1	1.1	24	-3	-2	-0.2	-6	14	-2	0.8	1
15	CN(C)CCNC(=O)C1CCCNC1=O (stereo not given)	1.1	5	-8	4	1.2	-7	3	-7	1	1.1
16	COc1ccccc1-n1c(CNC(=O)c2ccco2)nnc1SCC(=O)Nc1ccc(F)cc1	1	-6	-3	-10	1.5	-4	10	-1	1.1	1
17	Cc1ccc(NC(=O)c2ccc([N+](=O)[O-])cc2)cc1S(=O)(=O)N(C)C	1	-20	-2	-4	2.7	4	-14	-4	1.2	1
18	Cc1nn(C)c(C)c1CN(Cc1nc(-c2cc(F)ccc2F)oc1C)C1CC1	1.1	2	4	-7	-0.3	-7	-24	-6	1	1.1
19	CCOc1cccc(N(C(=O)C2COc3ccccc3O2)C(C(=O)NC2CCCCC2)c2ccc(O)cc2)c1 (stereo not given)	1.1	19	82*	12	2.5	-8	16	0	0.8	1
20	CCC(C)(C)NC(=O)c1ccc2c(c1)N(CC(=O)OC)C(=O)C(C)(C)O2	1.1	-6	-5	-4	0.7	-8	4	-2	1.1	1
21	O=C(Nc1ccccc1F)c1cc(S(=O)(=O)N2CCCCC2)cs1	1.1	34	14	-5	0.8	-6	0	-2	0.7	1
22	Nc1nonc1-c1nc2ccccc2n1CC(=O)N/N=C/c1ccc(-c2ccccc2C(=O)O)o1	1.1	0	-8	-11	3.8	-5	-2	-4	1	1
23	Cc1cc(Nc2ccc(C(=O)O)cc2)n2nc(C)nc2n1	1.1	8	-7	-10	3.1	-5	16	-6	0.9	1.1
24	O=C1c2ccccc2C(=O)N1CCN1CCc2ccccc21	0.9	9	-1	-8	2.5	9	-23	-6	0.9	1.1
25	CC(C)(C)C1CCC(=NNc2ncc(C(F)(F)F)cc2Cl)CC1 (stereo not given)	1	-5	-4	-12	0.8	2	2	-7	1	1.1
26	CCC(NC(=O)c1ccccc1NC(=O)c1ccc(C)cc1)C(=O)O (stereo not given)	0.7	13	6	-11	1.3	28	0	-4	0.9	1
27	CC(C)CCN1CC(C(=O)N2CCN(c3ccc(F)cc3)CC2)CC1=O (stereo not given)	1	3	-1	-17	-0.3	-5	.	-5	1	1.1
28	COc1cc(-c2nc3ccc4ccccc4c3c3c2CCC3)ccc1O	1.1	-3	30	22	3.2	-5	20	0	1	1
29	CCOC(=O)C1(Cc2ccccc2C(F)(F)F)CCN(C2CCN(C(C)=O)CC2)CC1	1.1	-3	77*	-11	1.1	-9	-6	-9	1	1.1
30	O=C(/C=C/c1ccco1)NCC(=O)N/N=C/c1ccccc1[N+](=O)[O-]	1	1	2	-4	2.0	1	-4	1	1	1
31	COc1cccc2c1OCC(CN1CCN(C3CCCCC3)C(CCO)C1)=C2 (stereo not given)	1.1	2	12	-8	-0.5	-6	11	-5	1	1.1
32	C[C@@H](C(=O)Nc1ccc2ccccc2c1)[C@H]1C[C@]1(C)[C@H](NC(=O)OCc1ccccc1)c1ccccc1	1	8	44	-14	3.1	-2	8	-6	0.9	1.1
33	Clc1ccc(-c2csc(N3CCSCC3)n2)cc1	1	7	40	-7	0.7	4	-29	-5	0.9	1
34	COc1cccc(-n2cc3c(c2-c2ccccc2)c(=O)n(C)c(=O)n3C)c1	1	-4	13	-8	1.1	-2	-6	-6	1	1.1
35	O=C1C2C3C=CC(C3)C2C(=O)N1c1n[nH]c(-c2cccnc2)n1 (stereo not given)	1	17	-14	59*	0.4	-2	0	-2	0.8	1
36	O=C1CSC(c2cccs2)N1c1ccccc1 (stereo not given)	1.1	11	-7	-7	-0.4	-5	-9	-4	0.9	1
37	O=C(CSc1nnc(CNc2ccccc2)o1)c1ccc2c(c1)OCCO2	1	11	-5	-5	1.8	2	-16	-4	0.9	1
38	Cc1ccc(-c2nnc(N3CCN(C(=O)COc4ccccc4)CC3)c3ccccc23)cc1	1.1	0	37	-8	-0.7	-8	-1	-7	1	1.1
39	COc1cccc(NC(=S)NCCCN2CCOCC2)c1	1	17	1	-7	1.1	-1	3	2	0.8	1
40	CC1(C)NC(=O)NC2(C)NC(=O)NC(C)(C)C12 (stereo not given)	1.1	9	7	-16	0.9	-9	-2	-10	0.9	1.1
41	CN(Cc1cnn(-c2ccc(F)cc2)c1)Cc1nc(Cc2ccccc2)no1	1	-6	-4	-5	-0.9	-4	13	-3	1.1	1
42	Cn1nc(-c2ccc(Cl)cc2)c2cc(C(=O)NCc3ccco3)sc21	1	21	19	-27	3.8	-3	7	-7	0.8	1.1
43	COc1ccc(Cn2nnnc2C(C(C)C)N(Cc2ccco2)Cc2cccs2)cc1 (stereo not given)	1.1	26	77*	0	12*	-7	2	-6	0.7	1.1
44	O=C(CSc1ccccc1C(=O)O)NCC1CCCCC1	1.1	-12	-2	-3	1.3	-8	-8	-5	1.1	1
45	Cc1ccc(S(=O)(=O)Oc2ccc(N3C(=O)C4C5CCC(C5)C4C3=O)cc2)cc1 (stereo not given)	1.1	-5	-3	-6	3.0	-10	-5	-6	1.1	1.1
46	COC(=O)c1ccc(/C=C(\C#N)c2ccccn2)cc1	0.3	-6	38	-10	2.3	73*	-148	0	1.1	1
47	COC(=O)c1c(NC(=O)Cn2nc(C(F)F)cc2C(F)F)sc(C)c1C	1	11	-1	-7	2.4	-3	-15	-1	0.9	1
48	Cc1c(Cl)c([N+](=O)[O-])nn1CC(=O)NCC1CCCO1 (stereo not given)	1.1	11	-3	-12	1.0	-12	1	-8	0.9	1.1
49	C/C(N)=C(/C#N)C(=O)CSc1nnc(Nc2cccc(C)c2)s1	0.9	21	76*	-6	5.2	6	-65	-2	0.8	1
50	CCOC(=O)c1ccccc1NC1c2ccccc2C(=O)N1C1CCN(C(=O)OCC)CC1 (stereo not given)	1	-2	46	-1	1.3	-2	3	-2	1	1
51	CCC1N=C(SC)NC(C)=C1C(=O)c1ccccc1 (stereo not given)	1	5	15	-12	3.8	-2	5	-2	0.9	1
52	Cc1nc(NC(=O)CCc2ccccc2)ccc1Br	1	3	-5	-7	1.5	-4	-12	-2	1	1
53	N#Cc1nc(-c2ccc(OCc3ccccc3Cl)cc2)oc1NCCCn1ccnc1	1	10	99*	-31	-1.7	-2	3	-11	0.9	1.1
54	Cc1ccc(CSCC(=O)NCCc2ccccc2)cc1	1.1	16	-2	-3	3.2	-9	-26	-2	0.8	1
55	Cc1ccc(S(=O)(=O)NCCCOC(=O)Nc2ccncc2)cc1	1	10	25	-6	-0.2	-2	2	0	0.9	1
56	CCCOc1ccc(/C(O)=C2/C(=O)C(=O)N(CCN(C)C)C2c2ccco2)cc1 (stereo not given)	1	6	-4	-7	-0.7	0	0	12	0.9	0.9
57	Cc1cccc(NC(=S)Nn2cnnc2)c1C	1	-5	-4	-4	4.0	-1	20	-3	1	1
58	CC1(C)COC(c2cccn2Cc2ccccc2Cl)=N1	1.1	18	-3	-13	-0.5	-9	13	-6	0.8	1.1
59	COc1ccc(CN2CC(C(=O)NCc3cccc(OC)c3)CC2=O)cc1 (stereo not given)	1	8	-7	-8	2.5	2	1	0	0.9	1

# TNAP inh no acc, what is marked active above.
no. | SMILES | FLuc stim CS | bIAP inh | TNAP inh no acc | RAM inhibit | APP 5UTR inh | TNAP inh hi DEA | bIAP act | TNAP act hiacc
35 | O=C1C2C3C=CC(C3)C2C(=O)N1c1n[nH]c(-c2cccnc2)n1 (stereo not given) | 1 | 17 | 59* | 0.4 | 0 | -2 | 0.8 | 1

# 3 of the entries above in order of their number in TNAP act hiacc, rising.
no. | mol | TNAP act hiacc
56 | CCCOc1ccc(/C(O)=C2/C(=O)C(=O)N(CCN(C)C)C2c2ccco2)cc1 (stereo not given) | 0.9
49 | C/C(N)=C(/C#N)C(=O)CSc1nnc(Nc2cccc(C)c2)s1 | 1
58 | CC1(C)COC(c2cccn2Cc2ccccc2Cl)=N1 | 1.1

# This is a random part of the collection; any-hit rate near 13%.
